# FBW7 activator: activators of human E3 ligase FBW7 | Q969H0 | AlphaScreen FBW7–phospho-cyclin E peptide binding, activator screen | normalized activity (activation), % at 26.1 µM | 650,000 compounds, 0.13% hits | AID 1259310; in the data active = normalized activity above about 1.9%;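 note: purified mutant Fbw7 with reduced substrate affinity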
# Target sequence (Q969H0 whole entry, looked up): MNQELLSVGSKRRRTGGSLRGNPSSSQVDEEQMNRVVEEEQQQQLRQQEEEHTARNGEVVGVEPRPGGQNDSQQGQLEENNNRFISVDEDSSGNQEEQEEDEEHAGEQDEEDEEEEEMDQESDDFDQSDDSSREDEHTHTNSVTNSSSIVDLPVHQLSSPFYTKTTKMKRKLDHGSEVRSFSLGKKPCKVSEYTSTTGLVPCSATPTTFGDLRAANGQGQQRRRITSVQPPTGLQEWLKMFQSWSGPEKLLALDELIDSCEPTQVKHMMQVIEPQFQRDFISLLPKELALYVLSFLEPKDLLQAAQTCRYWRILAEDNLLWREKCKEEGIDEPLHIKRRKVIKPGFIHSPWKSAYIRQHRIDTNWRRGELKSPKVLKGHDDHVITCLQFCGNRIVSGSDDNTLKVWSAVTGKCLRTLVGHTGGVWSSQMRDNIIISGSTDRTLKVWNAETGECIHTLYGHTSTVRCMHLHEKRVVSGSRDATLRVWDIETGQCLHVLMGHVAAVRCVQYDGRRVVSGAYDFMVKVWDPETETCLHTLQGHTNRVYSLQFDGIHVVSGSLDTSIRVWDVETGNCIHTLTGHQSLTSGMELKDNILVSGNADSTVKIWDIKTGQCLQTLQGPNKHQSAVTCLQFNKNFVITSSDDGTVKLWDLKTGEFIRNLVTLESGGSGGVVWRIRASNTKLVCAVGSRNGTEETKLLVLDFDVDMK
# GPR151 activ: activates the human receptor GPR151; AID 1508602; 650,000 compounds, 1% hits; PathHunter beta-arrestin GPR151 cells, luminescence; activation, % at 11.2 µM; Q8TDV0; in the data active = activation above about 4.9%;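 note: 0% = median of compound wells and 100% = cells with positive control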
# MITF primary: blocks human microphthalmia-associated transcription factor; O75030; AlphaScreen MITF homodimerization, bead proximity signal; inhibition, % at 2.6 µM; 650,000 compounds, 0.91% hits; AID 1259374; in the data active = inhibition above about 50%;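 note: 0% = vehicle wells with protein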
# TEAD-YAP block: TEAD-YAP interaction inhibition. HEK-TIYL cells, TEAD-Gal4/YAP UAS-luciferase luminescence. inhibition, % at 9.12 µM. 640,000 compounds, 1.4% hits. AID 1259422; in the data active = inhibition above about 32%;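 note: 0% = median of test compound wells and 100% = reference inhibitor wells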
# * hit, by the source's call; & = joins results of further samples.
Structure,FBW7 activator,GPR151 activ,MITF primary,TEAD-YAP block
CCCSc1nc2sc3c(c2c(=O)n1CC)CCc1ccccc1-3,0.0,0.8,19,2
CCN(CC)C(=O)Nc1ccc2nccnc2c1,-0.1,0.4,14,-7
COCCN=c1scc(-c2ccc(OC(F)F)cc2)n1/N=C/c1ccc([N+](=O)[O-])o1,-0.9,1.3,22,7
COc1ccc(CCNC(=O)c2csc(Nc3cccnc3)n2)cc1,0.1,1.3,4,4
O=C(Nc1ccc2oc(=O)ccc2c1)c1ccc([N+](=O)[O-])cc1Cl,-0.1,9.0*,6,16
COc1cccc(C(=O)OCC(=O)Nc2ccc3c(c2)C(=O)c2ccccc2C3=O)c1OC,0.0,-1.4,8,-33
C=CCN1C(=O)C2(C(C#N)=C(N)OC3=C2C(=O)CC(C)(C)C3)c2ccccc21 (stereo not drawn),0.0,1.2,-18,-1
Cn1cccc1CC(=O)NNC(=O)NC1CCCCC1,0.0,1.5,6,5
O=[N+]([O-])c1ccccc1N1CCN(c2ccccc2[N+](=O)[O-])CC1,1.8,-0.7,15,8
O=C1/C(=C/c2ccc(Br)o2)SC(=Nc2ccccc2)N1c1ccccc1,-0.2,1.9,18,11
COc1cc(OC)cc(C(=O)Nn2c(C3CCCCC3)nc3ccccc3c2=O)c1,0.5,-1.8,-2,-7
COc1ccc(CN2CCN(Cc3nccs3)CC2CCO)c(F)c1 (stereo not drawn),-0.2,1.1,4,-2

# Of the compounds above, 5 have sulfur:
Structure,FBW7 activator,GPR151 activ,MITF primary,TEAD-YAP block
CCCSc1nc2sc3c(c2c(=O)n1CC)CCc1ccccc1-3,0.0,0.8,19,2
COCCN=c1scc(-c2ccc(OC(F)F)cc2)n1/N=C/c1ccc([N+](=O)[O-])o1,-0.9,1.3,22,7
COc1ccc(CCNC(=O)c2csc(Nc3cccnc3)n2)cc1,0.1,1.3,4,4
O=C1/C(=C/c2ccc(Br)o2)SC(=Nc2ccccc2)N1c1ccccc1,-0.2,1.9,18,11
COc1ccc(CN2CCN(Cc3nccs3)CC2CCO)c(F)c1 (stereo not drawn),-0.2,1.1,4,-2

# Later entries.
Structure,FBW7 activator,GPR151 activ,MITF primary,TEAD-YAP block
NC(=O)CSc1nnc(-c2cccs2)n1-c1ccc(Cl)cc1,0.0,-1.0,1,4
O=c1c2ccccc2nc(SCc2ccccc2Cl)n1Cc1ccco1,-0.1,-0.4,3,3
CCc1cc2c(=S)[nH]cnc2s1,-0.1,1.4,3,14
CC(C)c1nnc(NC(=O)CN2CCOCC2)s1,0.1,-0.6,-2,15
Brc1ccc(Nc2nc(-c3ccncc3)nc3ccccc23)cc1,-0.1,2.0,12,6
O=C(CSc1cn(CC(=O)N2CCCCC2)c2ccccc12)N1CCCCCC1,-0.2,-2.0,2,-25
CN(/N=C/c1c(-c2ccccc2)nc2ccccn12)C(N)=S,0.1,1.3,4,15
COC(=O)C1=C(C)NC(SCC(=O)Nc2ccccc2C)=C(C#N)C1c1ccccc1F (stereo not drawn),0.0,-0.5,0,-3
COc1cc([N+](=O)[O-])ccc1N1C(=O)C2C3c4ccccc4C(C)(c4ccccc43)C2C1=O (stereo not drawn),0.2,-1.5,-11,-9
N#Cc1c(N)n(-c2ccc(F)cc2)c2nc3ccccc3nc12,-0.1,0.1,0,1
COc1cccc(CNCCN2CCOCC2)c1OC,0.0,-0.3,6,3
COc1ccccc1C1C(C(C)=O)=C(O)C(=O)N1CCN(C)C (stereo not drawn),-0.1,0.8,6,8
COc1ccc(C)cc1NS(=O)(=O)c1ccc(NC(C)=O)cc1,0.6,-1.6,10,12
COc1ccc(C(=O)c2oc3ccc4c(C)cc(=O)oc4c3c2C)cc1,0.0,1.3,1,5
COc1ccc(C2=NN(c3nc(-c4ccccc4)c4cc(Cl)ccc4n3)C(c3ccc([N+](=O)[O-])cc3)C2)cc1 (stereo not drawn),-0.1,0.6,-5,-6
COCCn1c(SCCOc2cccc(Br)c2)nnc1-c1ccncc1,0.4,-0.1,7,-2
CCCCC(=O)N(c1ccccc1)C1C=CS(=O)(=O)C1 (stereo not drawn),0.0,1.8,3,-6
CC(=O)c1c(C)cc(C)c(CSc2nnc(-c3ccco3)n2-c2ccccc2)c1C,-0.1,-1.3,-2,2
COc1ccc(-c2nnc(NC(=O)c3cccs3)s2)cc1,0.0,0.1,2,3
C=C1/C(=C\C=C2/CCC[C@]3(C)[C@@H]([C@H](C)/C=C/[C@@H](O)C4CC4)CC[C@@H]23)C[C@@H](O)C[C@@H]1O,0.1&-0.1,0.1&-1.2,-3&1,5
CCc1ccccc1NC(=O)CSc1nnc(-c2cc(OC)c(OC)c(OC)c2)c(-c2cc(OC)c(OC)c(OC)c2)n1,-0.1,0.2,8,15
COCCN(CCOC)S(=O)(=O)c1ccc(C(=O)Nc2nc3ccc([N+](=O)[O-])cc3s2)cc1,0.1,0.6,0,2
Cc1cc(C)c2c3c(sc2n1)C(=O)N(c1cccc(C(F)(F)F)c1)CC(=O)N3,-0.2,1.1,3,2
Cc1ccc(-c2nc(C3CCCN3C(=O)C3CCC3C(=O)O)n3ccccc23)cc1 (stereo not drawn),-0.4,-0.4,-9,-3
COc1ccc(C(=O)/C(=C\c2ccc(OC)c(OC)c2)c2nc3ccccc3o2)cc1,-0.3,2.4,7,43*
O=C(CN1C(=O)CSCC1=O)Nc1ccc(Cl)cc1,0.1,0.4,-5,7
O=C1C(Cl)=C(NCCc2ccccc2)C(=O)N1c1ccc(Br)cc1,-0.1,-0.2,-9,12
O=C(CSc1nc2ccccc2c2nc(CCc3c[nH]c4ccccc34)nn12)NCc1ccco1,0.3,-1.4,16,1
CCCCCCOc1ccc(OC(=O)C2CCC(CCCC)CC2)c(C#N)c1C#N (stereo not drawn),-0.1,-0.9,7,13
O=C1CC(C(=O)N2CCOCC2)C2(CCCC2)O1 (stereo not drawn),0.1,-1.3,-8,3
Cc1c(S(=O)(=O)N2CCOCC2)c(=O)n(C)c(=O)n1C,-0.1,0.1,4,6
N/C(=N\OC(=O)c1cccc(Br)c1)c1ccc(Br)cc1,-0.1,0.5,2,-5
COc1ccccc1NC(=O)C1=C(C)Nc2nc(-c3ccncc3)nn2C1c1ccccc1Cl (stereo not drawn),0.0,0.4,-6,1
CCN1CCN(c2ncc(C(=O)NC(C)C)c3ccccc23)CC1,1.1,-0.1,9,11
COc1cc(O)c2c(c1)OC(C)(C)CC2=O,0.1,-0.1,15,-3
CCOc1ccccc1CN1CCN(S(=O)(=O)c2ccccc2)CC1,0.0,0.4,9,-4
CCN(CC)C(=S)NC(=O)c1ccc(OC)c(Br)c1,-0.2,-0.9,9,6
CCOC(=O)c1cnn(-c2nc(C)nc3sc4c(c23)CCC(C)C4)c1N (stereo not drawn),0.6,-2.1,-11,0
COc1ccc2[nH]c(=O)c(CN(CCCO)C(=S)NCC(C)C)cc2c1,-0.1,1.2,-2,12
CC1(C)Cc2c(c(N3CCOCC3)nc3sc4c(=O)[nH]nnc4c23)CO1,-0.2,-0.1,-3,-6
Cc1ccc(Cc2c(C)nc3c(C(=O)NC4CCCCC4C)cnn3c2C)cc1 (stereo not drawn),-0.2,0.1,3,-3
CCC1(C)CC(=O)N(c2cccc(C(=O)O)c2)C1=O (stereo not drawn),0.0,-0.2,5,2
CC(=O)NS(=O)(=O)c1ccc(NC(=O)COc2ccc([N+](=O)[O-])cc2)cc1,0.2,6.1*,0,14
CCOc1ccc(Cc2nc3cc(C)c(C)cc3n(C)c2=O)cc1,-0.1,-0.3,9,-2
COc1ccc(OCCCn2cccc2/C=C2/C(=N)N3OC(C)=CC3=NC2=O)cc1,-0.2,0.8,-9,-25
Cc1ccc(CN2CCC3(CCC(CNC(=O)c4ccco4)O3)CC2)cc1 (stereo not drawn),0.1,0.1,7,-7
COc1cccc2c(C)cc(N3CCN(C)CC3)nc12,1.9*,-0.2,16,-6
O=C(CNC(=O)C12CC3CC(CC(C3)C1)C2)Nc1ccccc1N1CCOCC1,0.0,-1.2,3,3
COC(=O)c1ccn(-c2nc(-c3ccco3)cc(C(F)(F)F)n2)n1,0.0,0.1,8,3
COCCN1C(=O)c2ccc(C(=O)NCc3cccnc3)cc2C1=O,-0.1,3.0,28,-4
COc1ncnc2c1oc1ccccc12,-0.1,3.2,2,-15
COc1nccc(NCc2ccccc2)c1C#N,-0.1,0.3,-2,0
O=C(O)c1cc(-c2ccccc2)n[nH]1,-0.1,-1.2,-15,2
O=C(c1ccc([N+](=O)[O-])c(Cl)c1)N1CCN(c2ccccc2F)CC1,-0.5,-0.1,5,8
CCCCOC(=O)C1=C(C)NC2=C(C(=O)CC(C)(C)C2)C1c1ccccc1Br (stereo not drawn),0.0,1.8,10,8
Cc1nc2ccccc2c2oc(C(=O)N3CCN(C(=O)c4ccco4)CC3)cc12,0.0,3.4,0,8
NS(=O)(=O)c1ccc(NS(=O)(=O)c2ccc(NC(=O)CCC(=O)O)cc2)cc1,-0.1,0.1,-6,10
O=c1[nH]c2ccc(NC(=S)NC3CCCCC3)cc2[nH]1,0.1,0.4,7,15
CC(C)C[C@@H]1NC(=O)[C@@H]2C[C@H](NC(=O)Nc3ccccc3Cl)CN2C1=O,-0.1,-1.3,12,6
COc1cc(NC(=O)c2csc(-c3ccc(C(N)=O)cc3)n2)cc(OC)c1OC,-0.1,0.9,-3,36*

# Continuation.
Structure,FBW7 activator,GPR151 activ,MITF primary,TEAD-YAP block
Cc1c(OCc2ccc(F)cc2)ccc2c1oc(=O)c1ccccc12,0.0,3.6,7,2
CCOC(=O)c1c(NC(=O)CSc2nnc(CNC(=O)c3cccs3)n2Cc2ccccc2)sc2c1CCCCC2,0.3,-0.3,5,4
COc1cccc(NC(=O)c2ccc([N+](=O)[O-])cc2C(=O)O)c1,0.1,0.6,14,10
Cc1ccc(-n2c(SCC(=O)Nc3cccc(Cl)c3C)nc3[nH]ncc3c2=O)cc1Cl,0.0,-0.6,-6,28
C=C(Br)Cn1c(CO)nc2ccccc21,0.0,1.0,18,-1
O=C1CC(c2ccco2)Cc2nc(NC3CC3)ncc21 (stereo not drawn),0.2,0.3,4,4
Cc1ccc(Cn2c(C)c(CNC(C)CCc3ccccc3)c(C(=O)O)c2C)cc1 (stereo not drawn),-0.1,-0.4,8,12
COc1cccc(CC(=O)N2CCC(O)(c3cccnc3)CC2)c1,0.2,-0.8,17,0
CC(C)N(C(=O)CN1C(=O)CSc2ccccc21)C(C)C,-0.1,4.6,-6,-1
O=C(/C=C/c1cccc(Cl)c1)Oc1ccccc1NC1=NS(=O)(=O)c2ccccc21,0.0,1.0,8,-20
CCN(C(=O)c1cc(OC)c(OC)c(OC)c1)c1ccccc1C,0.1,-1.9,10,0
COc1ccc(Cl)cc1NC(=O)C12CC3CC(CC(C3)C1)C2,-0.2,0.4,-5,5

# An excerpt of these results, with values under each structure:
# Value order – FBW7 activator, GPR151 activ, MITF primary, TEAD-YAP block
COc1nccc(NCc2ccccc2)c1C#N
→ -0.1, 0.3, -2, 0
COc1ccc(Cl)cc1NC(=O)C12CC3CC(CC(C3)C1)C2
→ -0.2, 0.4, -5, 5
CCN(C(=O)c1cc(OC)c(OC)c(OC)c1)c1ccccc1C
→ 0.1, -1.9, 10, 0
COc1ncnc2c1oc1ccccc12
→ -0.1, 3.2, 2, -15
CCc1ccccc1NC(=O)CSc1nnc(-c2cc(OC)c(OC)c(OC)c2)c(-c2cc(OC)c(OC)c(OC)c2)n1
→ -0.1, 0.2, 8, 15

# Next records
Structure,FBW7 activator,GPR151 activ,MITF primary,TEAD-YAP block
CSc1cccc(NC(=S)N(Cc2ccccc2C)CC2CCC(C(=O)O)CC2)c1 (stereo not drawn),0.0,-0.4,5,8
Cc1n[nH]c(C)c1NC(=O)CN1CCCCCC1,-0.3,0.6,62*,0
CCOc1ccc(-c2nc(C(N)=O)c3[nH]c(=O)n(-c4cccc(C)c4)c3n2)cc1,0.0,-0.1,3,6
CC(C)Cn1c(=O)c2c(c3ccccc31)OC(C)C(=O)N2 (stereo not drawn),0.0,-0.4,1,-2
COC(=O)c1ccc(CN2CCN(CCC(C)C)C(CCO)C2)cc1 (stereo not drawn),0.1,1.0,7,3
COc1cccc(/C=N/NC(=O)C(=O)Nc2cccc(C)c2C)c1,0.1,2.6,-5,-5
COc1ccc(C(=O)NCC(=O)OCC(=O)NC(=O)NC2CCCCC2)cc1OC,-0.3,-0.8,-4,-2
CCCCCCCc1nc(N)n[nH]1,0.0,0.8,9,3
